Screening results as filed in PubChem.
human PMI inhibitors = human PMI inhibitors, high substrate, primary screen, biochemical, fluorescence intensity, high mannose 6-phosphate (AID 1220) | hit rate 0.66% among 190,000 | recombinant PMI enzyme, coupled fluorescence intensity; higher % means a stronger effect | one-dose inhibition, % at 20 µM; IC50 in µM for titrated hits
human PMI inhibition = MPI enzyme activity inhibition – biochemical, fluorescence intensity, coupled assay, primary screen (AID 1209); inhibition, % at 20 µM, or IC50 in µM where a hit was titrated; purified PMI enzyme, coupled fluorescence intensity; higher % means a stronger effect; hit rate 0.42% among 190,000;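 also: plate controls were DMSO vehicle for no effect and wells lacking substrate for full effect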
LYP phosphatase = PTPN22 lymphoid phosphatase activity blockers – biochemical, fluorescence intensity, uHTS (AID 1779); recombinant LYP phosphatase, fluorescence intensity; higher % means a stronger effect; inhibition, % at 11.5 µM; hits with a dose series show IC50 in µM; hit rate 0.054% among 290,000;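 also: plate controls were vehicle with enzyme for no effect and no enzyme for full effect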
NOD1 NF-kB reporter = NOD1 signaling inhibitors, primary screen, cell-based, luminescence, uHTS (AID 1578); NOD1-driven NF-kB luciferase reporter cells, luminescence; higher % means a stronger effect; one-dose inhibition, % at 4 µM; EC50 in µM for titrated hits; hit rate 1% among 290,000; in the data active = inhibition mostly above about 36%, no sharp cut-off; inactive = mostly below about 34%;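 also: HEK-293T reporter cells stimulated with the NOD1 agonist gamma-tri-DAP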
TNAP activation fold = human TNAP enzyme activators, primary screen, biochemical, luminescent, no phosphate acceptor, uHTS (AID 1001) | purified TNAP, luminescent activation assay, no phosphate acceptor; higher activation fold means a stronger effect | one-dose activation fold at 20 µM; EC50 in µM for titrated hits | hit rate 0.03% among 200,000; in the data active = activation fold from about 3, or a potency from the dose series; inactive = the rest, 99 in 100 with activation fold below about 1.6; also: many of its hits are not listed in these tables
KOR beta-arrestin-1 = kappa opioid receptor activators – cell-based, luminescence, uHTS, primary screen (AID 1777) | KOR beta-arrestin recruitment, luminescence; higher % means a stronger effect | one-dose activation, % at 10 µM; EC50 in µM for titrated hits | hit rate 0.02% among 280,000; in the data active = activation above about 50%, passing the limit was not always enough; also: a part of the inactive calls stands beside numbers as strong as those of hits
KOR beta-arrestin-2 = kappa opioid receptor blockers – cell-based, luminescence, uHTS (AID 1778) | KOR beta-arrestin recruitment, luminescence, antagonist mode; higher % means a stronger effect | one-dose inhibition, % at 10 µM; IC50 in µM for titrated hits | hit rate 0.091% among 290,000; also: strong numbers were not always called active
XIAP displacement = small molecules displacing peptide from XIAP – biochemical, IAP family, fluorescence polarization (AID 1018) | XIAP BIR domain, fluorescence polarization peptide displacement; higher % means a stronger effect | displacement, % at 20 µM; hits with a dose series show IC50 in µM | hit rate 0.007% among 200,000; in the data active = displacement above about 50%; also: a part of the inactive calls stands beside numbers as strong as those of hits
HEK293 NOD2/NF-kB = NOD2 signaling inhibitors, cell-based, luminescence, uHTS, HEK293 (AID 1566); hit rate 0.63% among 290,000; one-dose inhibition, % at 4 µM; EC50 in µM for titrated hits; HEK293 NOD2/NF-kB luciferase reporter, luminescence; higher % means a stronger effect; also: many of its hits are not listed in these tables
* marks the source's active call; other numbers are inactive results; / = no result given; [ ] = another dose, or the depositor's remark. Rule as the data show it, unless noted: active = inhibition above about 50%; inactive = the rest.

Short forms: A = human PMI inhibitors; B = human PMI inhibition; C = LYP phosphatase; D = NOD1 NF-kB reporter; E = TNAP activation fold; F = KOR beta-arrestin-1; G = KOR beta-arrestin-2; H = XIAP displacement; I = HEK293 NOD2/NF-kB
C/C(=N\Nc1ccccn1)c1ccc(S(=O)(=O)NCc2ccco2)cc1
  A = 16%	B = -8%	C = -4%	D = -22%	E = 1	F = -1.3%	G = /	H = -9.5%	I = -1%
CCN(CC)C(=O)N1CCN(S(=O)(=O)c2ccccc2)CC1
  A = -1%	B = 1%	C = -6%	D = -35%	E = 1.1	F = /	G = 0%[20 µM]	H = -3.3%	I = -2%
Cc1cc(NC(=O)CSc2nnnn2Cc2ccccc2)no1
  A = 2%	B = 5%	C = -5%	D = -35%	E = 1.1	F = -6.6%	G = 31%	H = -1.3%	I = 17%
Cc1cc(C)nc(NC(=O)CSc2nc3cc(Cl)ccc3s2)n1
  A = 0%	B = 4%	C = -2%	D = -33%	E = 1.1	F = -3.2%	G = 10%	H = -12%	I = 10%
COc1ccc(-n2nc3c(N4CCC(C(=O)NCc5ccccc5C)CC4)nnc(C)c3c2C)cc1
  A = /	B = /	C = -6%	D = 8%	E = /	F = 5.0%	G = -22%	H = /	I = 17%
O=C(CSc1nnc(-c2c[nH]c3ccccc23)o1)N1c2ccccc2CCc2ccccc21
  A = 11%	B = 14%	C = -6%	D = 4%	E = 1.1	F = 0.6%	G = -5%	H = -6.2%	I = 27%
Cc1cc(C)cc(NC(=S)N2CCN(Cc3ccccc3)CC2)c1
  A = -2%	B = -1%	C = -2%	D = -33%	E = 1.1	F = 1.4%	G = -8%	H = -0.4%	I = -1%
N#Cc1c(N)nc(-c2ccccc2)nc1-c1ccccc1
  A = -4%	B = -9%	C = 5%	D = 13%	E = 0.9	F = 24%	G = 9%	H = -5.8%	I = 0%
CCN(CCO)Cc1csc2c(Br)cccc12
  A = 4%	B = 4%	C = -5%	D = -13%	E = 1.1	F = 1.6%	G = -2%	H = -5.8%	I = 9%
CSc1ccccc1C(=O)N1CCCC(CNC(=O)c2ccc(F)cc2)C1 (stereo not given)
  A = /	B = /	C = -7%	D = -8%	E = /	F = -0.2%	G = -50%	H = /	I = 2%
COc1ccc(OC)c(-c2cc(C(=O)N3CCN(c4ccccc4)CC3)no2)c1
  A = 15%	B = 10%	C = -2%	D = 14%	E = 1.1	F = -0.7%	G = 18%	H = -3.5%	I = 13%
c1ccc(-c2cn(-c3ccccc3)c3ncnc(NCCCN4CCOCC4)c23)cc1
  A = 6%	B = 0%	C = -6%	D = -14%	E = 1.1	F = -5.8%	G = -30%	H = -3.8%	I = 20%
CC(C)OC(=O)c1nnc(Cc2ccc(F)cc2)o1
  A = 11%	B = 6%	C = -4%	D = 0%	E = 1	F = -1.8%	G = -16%	H = -5.1%	I = 7%
Cc1ccc(C)c(OCCNc2ncccc2[N+](=O)[O-])c1
  A = /	B = /	C = -5%	D = -54%	E = /	F = 6.5%	G = -29%	H = /	I = -10%
COc1ccc(CCN(C)C(=O)c2cc(-c3ccccc3)nc3ccccc23)cc1OC
  A = /	B = /	C = 1%	D = -28%	E = /	F = -2.2%	G = 45%	H = /	I = -4%
O=C(CC12CC3CC(CC(C3)C1)C2)Nc1ccc(C(=O)O)cc1
  A = /	B = /	C = -9%	D = -20%	E = /	F = -2.7%	G = -6%	H = /	I = 7%
C/C(=N/NC(=O)c1nnn(-c2nonc2N)c1-c1ccccc1)c1ccc2c(c1)OCO2
  A = /	B = /	C = 1%	D = -26%	E = /	F = 3.9%	G = -30%	H = /	I = -13%
Cc1ccc(S(=O)(=O)NC2(C(F)(F)F)NC(=O)N(c3ccc(F)cc3)C2=O)cc1 (stereo not given)
  A = /	B = /	C = -3%	D = 56%	E = /	F = 5.4%	G = 17%	H = /	I = 0%
Cc1ccc(C(=O)N2CCC3(CC2)Oc2ccc(F)cc2C(=O)C32CC(c3ccc(Cl)cc3)=NO2)s1 (stereo not given)
  A = /	B = /	C = -1%	D = -5%	E = /	F = 5.3%	G = 15%	H = /	I = 15%
O=C(N/N=C/c1coc2ccccc2c1=O)c1cc2ccccc2o1
  A = -3%	B = -4%	C = -9%	D = -3%	E = 1.1	F = -0.1%	G = 0%	H = 0.1%	I = 4%
O=S(=O)(c1ccc2ccccc2c1)N1CCC(c2nc(-c3ccncc3)no2)CC1
  A = 34%	B = 42%	C = 8%	D = -34%	E = 1	F = 2.1%	G = 4%	H = -1.7%	I = 10%
CC(C)(C)OC(=O)Nc1ncnc2c1ncn2C1OC(CO)C2OC(C)(C)OC21 (stereo not given)
  A = /	B = /	C = -9%	D = 1%	E = /	F = 4.4%	G = -3%	H = /	I = 15%
CC(C)CNC(=S)N1CCC(NC(=O)C23CC4CC(CC(C4)C2)C3)CC1
  A = 1%	B = 3%	C = -7%	D = -15%	E = 1.1	F = -5.6%	G = -19%	H = 1.5%	I = 13%
CCc1nnc(NC(=O)C(NC(=O)c2ccccc2Cl)C(C)C)s1 (stereo not given)
  A = -7%	B = -9%	C = -2%	D = -22%	E = 1.1	F = -2.5%	G = 11%	H = -11%	I = 0%
Cc1c(C(=O)NN)sc(=S)n1C
  A = /	B = /	C = -9%	D = 6%	E = /	F = 6.5%	G = 35%	H = /	I = -3%
CN1CCN(Cc2ccc(-c3ccc(Cl)cc3)o2)CC1
  A = -8%	B = 12%	C = -8%	D = -32%	E = 1.1	F = /	G = 5%	H = -8.7%	I = 11%
CC(=O)N1c2ccc(S(=O)(=O)N3c4ccccc4CC3C)cc2CC1C (stereo not given)
  A = /	B = /	C = -5%	D = 2%	E = /	F = -1.6%	G = -5%	H = /	I = 26%
N#CCCNc1c(Cl)cc(Cl)cc1C(=O)O
  A = 7%	B = -4%	C = -4%	D = -25%	E = 1	F = -1.2%	G = 38%	H = -3.3%	I = 5%
CN(C)c1oc(-c2cccs2)nc1C#N
  A = 5%	B = 12%	C = -29%	D = 0%	E = 1	F = -2.3%	G = 0%	H = -2.1%	I = 8%
COc1ccc(/C=N/NC(=O)c2ccc(COc3ccccc3Cl)o2)cc1
  A = 1%	B = -2%	C = 5%	D = -3%	E = 1.1	F = -2.2%	G = 33%	H = -5.9%	I = -30%
O=C(Nc1ccccc1)c1ccc(CSc2ncccn2)cc1
  A = 1%	B = 6%	C = -8%	D = -14%	E = 1.1	F = 1.3%	G = -2%	H = -7.0%	I = -112%
COc1cc(OC)c(NS(=O)(=O)c2cccc(C(=O)OCC(=O)NCC3CCCO3)c2)cc1Cl (stereo not given)
  A = 0%	B = 1%	C = -5%	D = -44%	E = 1.1	F = -2.3%	G = 5%	H = -4.4%	I = 4%
CCc1cccc(C)c1NC(=O)C1C2CCC(O2)C1C(=O)O (stereo not given)
  A = 10%	B = 9%	C = -6%	D = -19%	E = 1.1	F = -2.0%	G = -1%	H = -3.6%	I = -1%
Fc1cccc(F)c1CSc1nc2ccccc2[nH]1
  A = 5%	B = 9%	C = -7%	D = -37%	E = 1.1	F = -0.7%	G = 21%	H = -1.1%	I = -131%
Cc1ccc(S(=O)(=O)c2nc(-c3ccc(F)cc3)oc2SCC(N)=O)cc1
  A = -37%	B = -31%	C = -14%	D = 10%	E = 1.1	F = -3.3%	G = -50%	H = -8.2%	I = 14%
COc1cc(OC)cc(C(=O)Nc2ccc(C(=O)c3ccncc3)cc2)c1
  A = /	B = /	C = -6%	D = -28%	E = /	F = 6.4%	G = -8%	H = /	I = -6%
CCOC(=O)CNC(=O)C(=O)c1c(O)[nH]c2ccccc12
  A = 21%	B = 19%	C = 1%	D = -3%	E = 1.1	F = -4.1%	G = -14%	H = -5.2%	I = -3%
Cc1cc(C)n(-c2ccc(C(=O)O)cc2)n1
  A = 31%	B = 18%	C = 0%	D = -24%	E = 1.1	F = 1.3%	G = 21%	H = 1.6%	I = 10%
Cc1cc(C)n(CC(O)COc2ccccc2C(=O)Nc2ccccc2)n1 (stereo not given)
  A = 3%	B = 2%	C = -9%	D = 10%	E = 1.1	F = -0.8%	G = 27%	H = -5.4%	I = -3%
O=C1c2ccccc2C(=O)N1Cc1nc(-c2ccccc2)no1
  A = -1%	B = -1%	C = -6%	D = -8%	E = 1.2	F = 18%	G = 10%	H = 0.3%	I = 8%
Nc1nc(NCCCN2CCOCC2)nc(Nc2ccccc2F)c1[N+](=O)[O-]
  A = /	B = /	C = 0%	D = -2%	E = /	F = -1.9%	G = 18%	H = /	I = 12%
CCCC1Oc2ccccc2C(=O)N(CC(=O)c2ccc3c(c2)OCCO3)C1=O (stereo not given)
  A = /	B = /	C = -9%	D = -42%	E = /	F = 1.6%	G = -9%	H = /	I = -3%
Cc1oc(-c2ccccc2F)nc1CS(=O)(=O)CC(=O)NCCCN(C)C1CCCCC1
  A = 1%	B = 2%	C = -1%	D = -5%	E = 1.1	F = 4.8%	G = -30%	H = -1.3%	I = 5%
CCCC(=O)NNC(=O)CCC(=O)NCc1ccccc1
  A = 1%	B = 2%	C = -5%	D = -11%	E = 1.1	F = -0.9%	G = 12%	H = -6.9%	I = -5%
CCOC(=O)c1cc2c(ccn2C)n1CC(=O)N1CCN(c2cccc(C(F)(F)F)c2)CC1
  A = 21%	B = 1%	C = 5%	D = -10%	E = 1	F = 0.7%	G = -20%	H = -5.0%	I = 13%
CC1=Nc2ncnn2C(c2ccccc2)/C1=N\O (stereo not given)
  A = -9%	B = -16%	C = 2%	D = 3%	E = 1.1	F = -0.8%	G = -2%	H = 1.8%	I = -4%

Of the compounds above, 7 contain a Cl atom:
Short forms: A = human PMI inhibitors; B = human PMI inhibition; C = LYP phosphatase; D = NOD1 NF-kB reporter; E = TNAP activation fold; F = KOR beta-arrestin-1; G = KOR beta-arrestin-2; H = XIAP displacement; I = HEK293 NOD2/NF-kB
Cc1cc(C)nc(NC(=O)CSc2nc3cc(Cl)ccc3s2)n1
  A = 0%	B = 4%	C = -2%	D = -33%	E = 1.1	F = -3.2%	G = 10%	H = -12%	I = 10%
Cc1ccc(C(=O)N2CCC3(CC2)Oc2ccc(F)cc2C(=O)C32CC(c3ccc(Cl)cc3)=NO2)s1 (stereo not given)
  A = /	B = /	C = -1%	D = -5%	E = /	F = 5.3%	G = 15%	H = /	I = 15%
CCc1nnc(NC(=O)C(NC(=O)c2ccccc2Cl)C(C)C)s1 (stereo not given)
  A = -7%	B = -9%	C = -2%	D = -22%	E = 1.1	F = -2.5%	G = 11%	H = -11%	I = 0%
CN1CCN(Cc2ccc(-c3ccc(Cl)cc3)o2)CC1
  A = -8%	B = 12%	C = -8%	D = -32%	E = 1.1	F = /	G = 5%	H = -8.7%	I = 11%
N#CCCNc1c(Cl)cc(Cl)cc1C(=O)O
  A = 7%	B = -4%	C = -4%	D = -25%	E = 1	F = -1.2%	G = 38%	H = -3.3%	I = 5%
COc1ccc(/C=N/NC(=O)c2ccc(COc3ccccc3Cl)o2)cc1
  A = 1%	B = -2%	C = 5%	D = -3%	E = 1.1	F = -2.2%	G = 33%	H = -5.9%	I = -30%
COc1cc(OC)c(NS(=O)(=O)c2cccc(C(=O)OCC(=O)NCC3CCCO3)c2)cc1Cl (stereo not given)
  A = 0%	B = 1%	C = -5%	D = -44%	E = 1.1	F = -2.3%	G = 5%	H = -4.4%	I = 4%

Not all compounds are listed, so the mix of outcomes need not match the whole.
